# Screens as filed in PubChem BioAssay.
# HTR2A ag = mouse Htr2a agonists via beta-arrestin recruitment, primary screen, cell-based, luminescence; 5-hydroxytryptamine receptor 2A (Mus musculus), P35363; CHO-K1 mHTR2A beta-arrestin complementation; percent of 30 µM serotonin response; activation, % at 7.6 µM; hit rate 0.66% among 360,000; AID 624169, 2012;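 active = activation above a run cutoff, the mean activation of all tested compounds plus 3 SD, cut at about 14% in these data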;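 note: 0% = plate median of compound wells and 100% = 30 µM serotonin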
# Target sequence (P35363 whole entry, looked up): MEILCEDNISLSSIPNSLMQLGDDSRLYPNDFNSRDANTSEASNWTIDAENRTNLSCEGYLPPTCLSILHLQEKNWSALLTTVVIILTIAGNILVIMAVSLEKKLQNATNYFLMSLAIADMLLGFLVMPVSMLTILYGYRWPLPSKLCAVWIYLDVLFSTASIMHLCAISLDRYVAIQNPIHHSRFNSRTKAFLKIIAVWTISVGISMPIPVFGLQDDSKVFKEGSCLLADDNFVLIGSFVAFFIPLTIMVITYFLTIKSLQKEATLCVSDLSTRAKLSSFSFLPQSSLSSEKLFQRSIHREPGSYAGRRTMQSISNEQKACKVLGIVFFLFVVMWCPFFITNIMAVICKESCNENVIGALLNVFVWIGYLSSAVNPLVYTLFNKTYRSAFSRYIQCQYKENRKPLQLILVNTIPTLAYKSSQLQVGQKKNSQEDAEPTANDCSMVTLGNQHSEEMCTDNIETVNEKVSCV
# Peg3 prom inh = Peg3 promoter-driven luciferase inhibitors, primary screen, cell-based, HeLa, luciferase luminescence. HeLa PEG-Prom luciferase reporter, overnight. inhibition, % at 20 µM. hit rate 1.7% among 360,000. AID 588405, 2011;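 active = inhibition of at least 50% at 20 µM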
# NR2E3 ag-1 = inhibitors of NR2E3-RetCOR corepressor binding, primary screen, NR2E3 agonist project, biochemical, TR-FRET, GST-NR2E3, biotin-RetCOR; 1536-well; inhibition of corepressor binding, % at 4.78 µM; hit rate 0.12% among 320,000; AID 2300, 2010;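 active = percent inhibition above the cutoff of mean plus 3 SD of all tested compounds, set per screening campaign, cut at about 20% in these data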;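 note: 0% = DMSO wells and 100% = biotin wells as full block of FRET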
#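 System: GST-tagged NR2E3 plus biotinylated RetCOR corepressor; Amount: 1.35 nM GST-tagged NR2E3 final; Dosing: single nominal compound dose of 4.8 µM; Schedule: 5 h incubation at 4 °C; Technique: TR-FRET with europium anti-GST and streptavidin-D2, 340 nm excitation; Controls: biotin wells as high control, 0.6% DMSO wells as low control.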
# MITF TRPM1 inh = inhibitors of MITF-dependent TRPM1 promoter reporter, primary screen, cell-based, SK-MEL-5, single point, luciferase; hit rate 0.83% among 330,000; inhibition, % at 12.5 µM; SK-MEL-5 TRPM1 promoter luciferase, 24 h; AID 488899, 2010;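 active = mean inhibition across replicates of 60% or more, whatever share of single replicates reaches that level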; note: values of inactives mirror those of a sister screen read the other way
# NR2E3 ag-2 = NR2E3 agonists in two-hybrid cells, primary screen, cell-based, luminescence, CHO-S, Gal4-NCOR/VP16-NR2E3 | Photoreceptor-specific nuclear receptor (Homo sapiens), Q9Y5X4 | luciferase | inhibition of corepressor binding, % at 3.98 µM | hit rate 0.35% among 360,000 | AID 602229, 2012;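 active = inhibition above the mean of all tested compounds plus 3 SD, cut at about 70% in these data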;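 note: 0% = DMSO with NR2E3 transfected cells and 100% = cells lacking NR2E3 construct; higher means lower luciferase signal from less NR2E3 corepressor binding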
# Cardio protect = cardioprotection against H2O2-induced cell death, primary screen, uHTS, H9c2 cells, ATPLite luminescence | H9c2 cardiomyocytes, H2O2 injury protection, 2 h | protection from H2O2 cell death, % at 20 µM | hit rate 0.63% among 360,000 | AID 588492, 2011;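 active = compounds giving at least 50% protection of heart cells from peroxide-induced death in the single-dose screen, raw or plate-pattern-corrected value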;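 note: 0% = DMSO wells with peroxide and 100% = DMSO wells without peroxide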
# Shn3 3UTR inh = reduction of Shn3 3'UTR firefly luciferase signal, primary screen, Schnurri-3 inhibitor project, cell-based, Clone20 osteoblasts, set 2; AID 588674, 2011; hit rate 0.52% among 360,000; inhibition, % at 12.5 µM; Clone20 osteoblast Shn3 3'UTR firefly luciferase, 24 h;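 active = mean inhibition of at least 75% with every replicate also reaching 75%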;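 note: 0% = median of neutral control wells and 100% = pilot-screen positive control compound; some compounds past the cut are filed as inactive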
# PDI inh = inhibitors of human PDI, primary screen, biochemical, turbidity, single point, plate reader. inhibition, % at 10 µM. hit rate 0.052% among 350,000. PDI insulin aggregation turbidity, A650, 90 min. Protein disulfide-isomerase (Homo sapiens), P07237;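 active = mean inhibition across replicates of 30% or more, whatever share of single replicates reach that level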;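 note: absorbance from insulin aggregation driven by PDI reduction with DTT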
# Target sequence (P07237 whole entry, looked up): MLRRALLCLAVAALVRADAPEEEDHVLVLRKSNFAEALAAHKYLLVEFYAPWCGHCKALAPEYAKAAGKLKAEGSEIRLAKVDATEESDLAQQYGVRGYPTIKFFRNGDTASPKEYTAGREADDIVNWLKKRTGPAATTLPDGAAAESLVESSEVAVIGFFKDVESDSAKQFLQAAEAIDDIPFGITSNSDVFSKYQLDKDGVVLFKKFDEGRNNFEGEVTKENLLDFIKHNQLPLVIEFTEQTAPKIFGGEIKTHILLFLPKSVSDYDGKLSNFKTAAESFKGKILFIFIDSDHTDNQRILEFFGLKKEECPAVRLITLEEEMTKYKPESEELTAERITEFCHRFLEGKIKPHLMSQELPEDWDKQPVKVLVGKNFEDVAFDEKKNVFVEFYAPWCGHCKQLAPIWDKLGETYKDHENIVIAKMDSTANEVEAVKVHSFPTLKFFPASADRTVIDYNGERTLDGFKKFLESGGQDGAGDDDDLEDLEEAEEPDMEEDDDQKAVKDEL
# HIF-2a block = HIF-2a reporter inhibitors, primary screen, luminescence, 786-0 RCC cells. inhibition, % at 18.8 µM. hit rate 0.72% among 360,000. 786-0 RCC cells HIF-2a reporter, luciferase luminescence, overnight;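 active = inhibition of the luminescence signal of 40% or more relative to plate controls, in a single-dose primary screen at 18.75 µM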
# iPSC survival up = enhancers of single-cell hiPSC survival, primary screen, ATPlite luminescence; survival enhancement, % at 20 µM; hit rate 0.044% among 360,000; 100% = ROCK inhibitor wells, 0% = DMSO; AID 602274, 2012; in the data active = survival enhancement above about 18%;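 note: cells exposed to compounds for 16 hours before the ATP read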
# CaV13 FRET inh = Disruptors of the CACNA1D IQ motif to Ca2+-dependent inactivation inhibitor domain association, primary screening, Förster resonance energy transfer in intact living …. inhibition, % at 12.3 µM. AID 743397. hit rate 0.098% among 340,000. HEK cells, CFP/YFP FRET ICDI-IQ, plate reader, 10 min; percent FRET-ratio fall versus neutral wells;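 active = mean replicate inhibition of at least 30% and at least 1% of replicates passing that level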;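 note: 0% = median of the neutral control wells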
# The depositor's hits bear a star; · = no result given. An unsorted share of the library. Share with any hit: about 3.9%.
SMILES,HTR2A ag,Peg3 prom inh,NR2E3 ag-1,MITF TRPM1 inh,NR2E3 ag-2,Cardio protect,Shn3 3UTR inh,PDI inh,HIF-2a block,iPSC survival up,CaV13 FRET inh
O=C1N(Cc2ccc3c(c2)OCO3)c2ccccc2C1(O)c1c[nH]c2ccccc12 (configuration not stated),4.9,21.6,-0.4,1.9,-29.8,3.2,8.4,-2.5,19.8,1.8,-4.2
O=C(CN(C(=O)c1csnn1)c1ccc(F)c(Cl)c1)NCc1ccc(F)cc1,1.9,3.9,1.7,-0.5,-21.1,0.4,-23.6,14.0,4.9,0.2,-3.7
COc1ccc(CC(=O)N[C@@H]2c3ccccc3CC[C@@H]2OCc2ccccc2)cc1,-1.9,-10.0,·,-3.7,-3.4,1.8,0.9,-13.9,3.6,-0.3,-5.4
O=C(COC(=O)CCCOc1ccc(Cl)cc1Cl)NCc1ccc(F)cc1,-0.1,7.0,-2.5,4.3,7.2,4.9,28.8,-3.8,52.3*,-2.6,-5.1
CC(CNC(=O)CCn1c(=O)c2cccn2c2ccc(F)cc21)c1ccccc1 (configuration not stated),-3.4,8.4,0.2,-10.7,-7.4,6.6,-5.0,3.6,4.2,-0.6,-5.7
COCCNC(=O)CCCn1c(=O)c2cc(OC)c(OC)cc2n(CC(=O)Nc2ccccc2OC)c1=O,2.8,20.3,1.4,-5.6,2.5,21.5,·,-3.3,5.3,-0.5,-7.2
O=C(CSc1nnc(-c2ccc3c(c2)OCO3)o1)Nc1ncc(Cl)cc1Cl,-5.8,-164.5,2.1,-17.6,-48.1,-3.4,-23.5,-6.4,-99.6,-1.8,-5.3
CC(Oc1ccccc1)C(=O)NNC(=O)c1cccs1 (configuration not stated),-0.8,5.3,-0.3,-8.5,-56.5,0.1,13.0,-4.8,-2.5,0.3,-4.6
CCCS(=O)(=O)N1CCCC(C(=O)NC(C)c2ccc3c(c2)OCCO3)C1 (configuration not stated),8.6,12.8,2.9,-3.9,-24.8,-5.7,4.3,-2.6,-0.7,1.6,·
CC1C(=O)N2CCCc3cc(S(=O)(=O)N4CCN(c5ccc(F)cc5)CC4)cc1c32 (configuration not stated),1.9,10.8,-2.9,10.5,-22.3,-1.9,-10.9,-1.3,-5.3,-0.3,-5.6
CCc1ccccc1NC(=O)C1CCN(C(=O)N2CCOc3ccccc32)CC1,-5.8,16.0,2.1,·,0.3,-9.9,5.1,·,6.9,-2.2,-5.1
CC(C)OCc1ccc(C(=O)N2CCN(S(=O)(=O)c3ccc(Br)s3)CC2)cc1,4.5,5.0,-3.1,-8.2,16.9,-15.1,-2.3,7.6,-7.0,11.2,-2.2
COc1ccc(C)cc1NC(=O)C1CCCN(S(=O)(=O)c2cccnc2)C1 (configuration not stated),8.6,4.6,1.7,3.7,-8.2,-0.7,-11.7,-9.2,-3.3,0.2,-6.1
Cc1ccc(NC(=O)c2sc3ccccc3c2Cl)nc1,2.4,-89.5,7.7,15.7,-149.3,-22.1,20.8,0.6,-121.7,-5.2,-9.9
O=S(=O)(NC1CCCCCCC1)c1ccc(F)cc1,-0.7,11.9,3.1,·,-4.1,-5.8,17.0,4.4,15.1,0.1,0.6
COc1ccccc1CNC(=O)Cc1ccccc1,0.5,-99.2,7.0,-37.7,-62.9,-3.4,-46.0,-8.2,-129.2,0.1,-2.0
O=C(CNC(=O)c1ccccc1)N/N=C/c1ccc([N+](=O)[O-])s1,4.3,-25.0,-5.1,62.7*,-31.3,-6.3,11.8,2.8,-12.6,-1.5,-3.9
CC(=O)c1ccc(-c2ccc([C@H]3[C@@H]4C=CCC[C@@]4(C)C(=O)N3Cc3ccccc3)c(F)c2)cc1,-6.0,24.7,-0.1,6.1,-51.9,-5.8,36.5,3.6,36.6,-2.5,-9.8
COc1ccc(C(=O)NNC(=O)CCn2nnc(-c3ccc(Cl)cc3)n2)cc1OC,2.3,-6.9,3.7,10.0,20.1,-9.2,4.9,0.7,11.6,5.4,-2.3
O=C(NCCCCc1ccccc1)c1ccc(Br)cc1,-0.4,-119.0,2.0,-20.5,-29.6,-2.9,-25.3,2.0,-162.5,-0.7,-19.5
CCCC(=NCc1ccccc1)C1=C(O)C(C(=O)OC)C(C)(C)CC1=O (configuration not stated),-5.0,3.9,-0.2,11.7,1.0,7.7,-1.9,-1.1,4.8,0.0,-7.4
CC(=O)Nc1cccc(C(=O)OCC(=O)NC(C)c2ccc(F)cc2)c1 (configuration not stated),5.0,0.5,-0.9,3.9,5.3,3.6,-22.6,4.2,6.4,-0.6,3.1
COc1ccc(-c2nc3nc(C)cc(=O)n3[nH]2)cc1,-3.0,13.5,2.8,-1.2,4.1,-6.9,-3.7,-8.1,-0.3,1.3,·
COc1ccccc1OCCCN1CCC(C(O)(c2ccccc2)c2ccccc2)CC1,-1.2,·,·,·,-10.7,·,·,·,-15.4,-0.4,-4.8
Cc1nn(C)cc1CNC(=O)Nc1cccc(Cl)c1,-6.4,-171.3,1.3,-45.4,-85.9,-8.3,-47.0,7.8,-215.5,-1.3,-4.5
Clc1ccc(-c2csc(N/N=C/c3cccnc3)n2)c(Cl)c1,3.2,18.8,-1.2,-3.1,6.0,-6.3,1.2,-8.1,-57.5,-0.2,-2.5
O=C(OCc1ccccc1)N1C=CC2CC1c1c(Cl)cccc12 (configuration not stated),3.7,20.6,·,-16.9,-21.3,-10.8,-10.9,3.4,-3.3,2.2,-3.5
Cc1ccc2oc3nc(C)c(C(=O)Nc4cccc(C(F)(F)F)c4)cc3c(=O)c2c1,-2.7,-51.9,2.7,-40.8,-29.4,-6.2,-20.6,1.0,-82.0,-0.6,·
Cc1cc(C)c2c(CN3CCCCC3)cc(=O)oc2c1,-2.5,-32.3,0.7,-26.6,-13.0,2.6,-1.8,-3.5,-72.3,-0.2,-2.9
COC(=O)Cn1c(C(F)(F)F)nc2ccccc21,-0.6,1.5,-0.3,3.8,-1.8,2.2,14.2,-9.3,11.2,0.2,-4.3
CCN1CCN(C(=S)c2ccc(Cl)cc2)CC1,-0.8,11.5,-0.8,4.2,-9.0,-7.7,3.7,-0.1,4.3,0.6,·
Cc1ccc(-c2cc(C(=O)NN3CCOCC3)c3cc(Br)ccc3n2)o1,0.5,-10.4,4.5,3.8,-8.4,7.6,-11.4,1.8,7.5,-0.6,-7.2
CC(=O)N1CCN(C(=O)c2cccc(S(=O)(=O)N3CCOCC3)c2)CC1,7.5,-22.1,·,-2.9,14.6,4.7,-7.6,4.4,8.4,1.6,-5.8
COc1ccccc1-c1cc(SC)c(C#N)c(=O)o1,-1.1,82.0*,4.9,14.7,-55.5,-24.5,-24.2,1.3,41.9*,-2.0,-5.5
N#Cc1ccc(CSc2nnc(Nc3ccccc3)s2)cc1,-7.5,3.0,2.6,-0.4,-13.4,-3.7,-12.2,1.8,9.8,3.1,-5.5
CSc1ncc(CN2CCN(C(C)C)C(CCO)C2)cn1 (configuration not stated),-2.0,0.3,4.1,4.1,-5.1,-4.1,-5.4,11.0,16.5,0.6,-5.6
O=c1oc2c3c4c(cc2c2c1CCC2)OCCN4CCC3,-13.7,-6.5,2.8,9.6,-0.3,19.4,2.7,-15.6,-3.2,4.7,16.9
COc1ccc(CN2CCN(C(=O)C3CC(=O)N(C4CCCCCC4)C3)CC2)c(OC)c1OC (configuration not stated),2.3,18.3,1.3,7.1,16.5,-0.1,12.5,-2.6,0.4,-2.2,·
CCOc1ccccc1N1CCN(C(=O)c2cccc(S(=O)(=O)N3CCOCC3)c2)CC1,-11.9,12.6,3.4,·,11.1,0.5,4.0,1.4,12.7,-0.3,-14.5
O=c1o[nH]c(-c2ccccc2)c1C=Nc1ccc(Cl)cc1,3.7,-0.3,2.4,1.8,-20.7,7.6,3.9,-3.1,7.8,-0.5,3.4
Cc1ccc(CCCOC(=O)CN2CCCCC2)cc1,-0.1,2.1,-0.9,2.6,-14.0,-0.7,-10.0,-3.3,14.6,-1.4,-4.6
O=C(Nc1ccc(Cl)c(Cl)c1)Nc1nnc(CC2=CCCCC2)s1,2.7,23.7,0.5,29.6,7.1,-34.0,47.4,-14.6,10.2,-1.0,-4.2
CC(=O)c1cccc(NC(=O)C2CCCN2S(=O)(=O)c2cccs2)c1 (configuration not stated),3.4,-3.1,·,·,6.5,-0.5,23.0,-4.5,5.8,0.5,-4.7
CC1CCc2sc3nc(NCc4ccco4)n4ncnc4c3c2C1 (configuration not stated),-0.2,-85.3,-0.4,0.5,-30.1,13.7,-23.3,-6.8,-96.0,3.9,-1.5
Cc1cccc(C)c1OCc1nnc(SCC(=O)NCc2ccccc2)o1,1.1,13.7,1.4,2.8,6.9,1.7,25.5,-5.0,12.2,1.3,-8.3
CSCCC(NC(=O)c1ccc(Br)cc1)C(=O)O (configuration not stated),0.3,-4.3,-1.7,10.5,-12.9,-0.8,-14.8,-2.4,6.8,-0.7,-5.5
O=[N+]([O-])c1cccc(/C=N/Nc2nc(NCc3ccccc3)nc(N3CCOCC3)n2)c1,-3.7,25.7,2.5,8.6,-20.3,8.0,9.7,8.7,16.0,1.5,-6.0
C[C@H]1CN([C@@H](C)CO)C(=O)CCCn2nncc2CO[C@@H]1CN(C)S(=O)(=O)c1cn(C)cn1,0.1,5.8,·,·,-2.6,-1.9,0.2,13.3,8.2,0.4,-5.1
Cc1cc(Br)ccc1NC(=O)C1CCN(C(=O)c2ccco2)CC1,-7.1,-15.5,3.3,3.5,-7.0,1.6,6.9,-6.8,-2.5,-0.2,-3.0
c1ccc(Cc2nnc3n2N=C(c2ccccc2)CS3)cc1,-6.5,26.6,0.8,-11.9,-36.6,-19.7,-2.0,-4.9,20.9,1.7,-4.8
COC(=O)c1ccc(Nc2nc(C)nc3c2nnn3Cc2ccccc2)cc1,-3.4,18.0,-1.6,14.3,-8.9,-1.0,65.4,-10.4,13.9,0.0,-1.6
